# UTI89 phage lysis: protection from phage-mediated lysis, alamar blue read-out – E. coli UTI89, K1F phage, bacterial capsule biogenesis inhibitors (AID 488966). 0.02% of 340,000 active. inhibition, % at 100 µM, or IC50 in µM where a hit was titrated. E. coli UTI89 K1F phage lysis, alamar blue, 2 h; higher % means a stronger effect;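 active = phage lysis inhibition, versus mean bacterial control, above a set limit; inconclusive = no clear call, values can overlap the other calls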;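 also: capsule biogenesis inhibitors block K1F phage lysis so surviving cells raise fluorescence; higher fluorescence means more inhibition of phage lysis; actives were called in the ten point dose series up to 300 µM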
# P. falciparum M1AAP: P. falciparum M1AAP inhibitors, biochemical, fluorogenic H-Leu-NHMec substrate, 1536-well (AID 1445). inhibition, % at 30 µM, or IC50 in µM where a hit was titrated. 0.42% of 220,000 active. recombinant M1AAP, H-Leu-NHMec fluorogenic kinetic assay; higher % means a stronger effect;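 active = primary inhibition above the hit cutoff, then over 50% inhibition at one or more dose response concentrations, cut at about 23% in these data, passing the limit was not always enough; inconclusive = conflicting primary data, or primary hits not chosen for dose response; inactive = low primary inhibition, or under 50% at every dose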;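 also: plate controls were DMSO full reaction for no effect and no enzyme background for full effect; strong numbers were not always called active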
# CSM14.1 death rescue: rescue of cells from ER stress-induced death, primary screen, 384-well, CSM14.1, thapsigargin, ATP luminescence (AID 1222). 190,000 tested, under 10 active. CSM14.1 thapsigargin-induced death rescue, ATP luminescence; higher % means a stronger effect. cellular ATP content (survival), % at 20 µM, or EC50 in µM where a hit was titrated;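 active = EC50 below 50 µM in the dose-response confirmation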;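 also: death triggered by thapsigargin at about 15 µM added after 2 h compound pretreatment; cell ATP read after overnight thapsigargin exposure of roughly 18 to 22 hours; normalized against plate controls of thapsigargin alone and 5% DMSO vehicle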
# MT stabilizer: microtubule stabilizers in HeLa cells | AID 2205 | 0.83% of 200,000 active | % tubulin-high responders, % at 10 µM | HeLa tubulin immunostaining HCS, 24 h; share of cells brighter than vehicle mean+2SD;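 active = plate Z-score above 3 for both tubulin-high and condensed-nucleus cell shares, with cell loss under 80%, at 10 µM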;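 also: anti alpha tubulin signal scored within the nucleus-defined area of each cell; some results filed as inactive read as strong as hits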
# M17LAP inhibition: P. falciparum M17LAP inhibitors, primary screen, biochemical, fluorogenic H-Leu-NHMec substrate, 1536-well (AID 1619) | recombinant M17LAP, H-Leu-NHMec fluorogenic kinetic assay; higher % means a stronger effect | inhibition, % at 30 µM, or IC50 in µM where a hit was titrated | 0.38% of 220,000 active;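 active = compound inhibiting the enzyme by more than half at any dose during confirmatory dose-response retesting; inconclusive = strong single-dose inhibitors picked by rank but not retested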;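 also: plate controls were full reaction with DMSO carrier for no effect and no enzyme background for full effect; strong numbers were not always called active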
# Dynein transport: blocks dynein driven cargo transport along microtubules | 3617.4 mouse cells, GR-EGFP nuclear translocation imaging; test concentration mostly 20 µM; stimulated with dexamethasone, 1 µM; hits give low values | z-score, hits read low | 0.47% of 220,000 active;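 active = plate z-score of nuclear minus cytoplasmic receptor signal below a set negative limit, without overly bright fluorescence or cell loss, cut at about -3.5 in these data, passing the limit was not always enough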;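 also: z-score of nuclear minus cytoplasmic ring GR-EGFP intensity difference per well; some compounds called inactive have numbers as strong as hits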
#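 Also added – dexamethasone, 1.0 µM final · Buffer or medium – tet-free, stripped-serum medium · Schedule – induction 48 h, compound 1 h, agonist 30 min · Detection – formaldehyde fixation, Hoechst nuclear stain, 10x automated fluorescence imaging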
# Ins promoter up: MIN6 insulin promoter up-regulation. MIN6 insulin promoter-GFP reporter, high-content imaging; hits give high values. z-score at 5 µM. 0.3% of 190,000 active. AID 1625;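 active = z-score above 3 at 5 µM with at least 500 cells counted in the well; inconclusive = wells under 500 cells, flagged as cytotoxic or low count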
# Autophagy mod: autophagy modulation, high-content screen; calls only at 10 µM (by protocol); MEF GFP-LC3 puncta imaging; test concentration mostly 10 µM; AID 463193; 0.98% of 190,000 active;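 active = percentage of spot-positive cells more than 3 SD above its plate mean, without a fluorescence outlier flag or 80% toxicity; inconclusive = no clear call, values can overlap the other calls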;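 also: spot-positive cell cutoff set from DMSO-treated cells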
# bCat nuc transl: alters nuclear translocation of beta-catenin in HeLa cells; immunofluorescence imaging; nuclear translocation activity, % at 5 µM; 0.3% of 190,000 active; AID 1665;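 active = nuclear translocation activity above 50% at 5 µM, with a well cell count of 50 or more; inconclusive = wells under 50 cells across six images, flagged as toxic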;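 also: per-cell ratio of nuclear to cytoplasmic median beta-catenin stain intensity; plate controls were DMSO negative control for no effect and GSK-3 inhibitor IX positive control for full effect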
#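 Assay system: human HeLa cells, native beta-catenin; doses: 5 µM primary, 0.02–20 µM confirmation; incubation: compound treatment 24 h, 37°C, 5% CO2; technique: fluorescence imaging of beta-catenin antibody stain plus DAPI; measure: % activation, nuclear-to-cytoplasmic median beta-catenin signal ratio per cell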
# Dynein transport cytoplasmic EGFP: further read-out of Dynein transport, marked with its call; z-score; measured here: cytoplasmic GR-EGFP intensity; hits give high values
# Dynein transport nuclear GR-EGFP: second read-out of Dynein transport, no call of its own (marks repeat the call); z-score; measured here: nuclear GR-EGFP intensity;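 lower value marks the stronger effect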
# Dynein transport cell count: further read-out of Dynein transport, marked with its call; z-score; measured here: cell count per field
# Ins promoter up cell count: further read-out of Ins promoter up, marked with its call; cell count; measured here: cytotoxicity, nuclei count;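 total cells summed across four imaged fields per well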
# bCat nuc transl cell count 5 µM: further read-out of bCat nuc transl, marked with its call; cell count; measured here: cell count, cytotoxicity flag
# MT stabilizer Hoechst-high %: second read-out of MT stabilizer, no call of its own (marks repeat the call); % Hoechst-high responders; measured here: nuclear condensation Hoechst responders;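 share of cells brighter than vehicle mean plus two SD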
# MT stabilizer cytotoxicity %: further read-out of MT stabilizer, marked with its call; toxicity, %; measured here: cytotoxicity by cell density;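 0% = mean cell density of plate MIN control wells and 100% = no cells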
# Autophagy mod cell loss 18 h: recorded beside Autophagy mod, whose call it bears; toxicity, %; measured here: cell loss, nuclei count;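 cell loss after 18 h compound exposure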
# * = called active by the depositor; i = inactive; ? = inconclusive; / = not tested or not shown; [ ] = dose if it differs, or a comment. Compounds were not picked by outcome; any-hit rate near 2.9%.
SMILES,UTI89 phage lysis,P. falciparum M1AAP,CSM14.1 death rescue,MT stabilizer,MT stabilizer Hoechst-high %,MT stabilizer cytotoxicity %,M17LAP inhibition,Dynein transport,Dynein transport cytoplasmic EGFP,Dynein transport nuclear GR-EGFP,Dynein transport cell count,Ins promoter up,Ins promoter up cell count,Autophagy mod,Autophagy mod cell loss 18 h,bCat nuc transl,bCat nuc transl cell count 5 µM
CC1=C(C(=O)Nc2cccnc2)C(c2ccc3c(c2)OCO3)C2=C(CCCC2=O)N1 (stereo unspecified),1.0%,23%,2.6%,0.7,0.0,55,-19%,0.37,-0.52,0.12,0.24,0.24,884,i,-8,3.2,939
O=C(Nc1cc(S(=O)(=O)Nc2ccc(Cl)cc2)ccc1N1CCCCC1)c1ccc(F)cc1,-2.0%,0%,1.6%,24,2.1,27,1%,0.45,-0.21,0.1,-0.34,0.9,1370,i,-9,-2.7,1115
O=C(O)CC(NC(=O)C(c1ccccc1)c1ccccc1)c1ccco1 (stereo unspecified),3.2%[50 µM],-3%,1.9%,1.3,2.0,7.5,5%,-0.8,-0.19,-0.2,0.29,0.27,1163,i,2,0.9,1195
CCN(CC(=O)Nc1cc(Cl)ccc1C)C(=O)COc1ccccc1F,0.8%,4%,1.2%,3.2,3.0,3.0,-3%,-0.59,-0.25,-0.59,0.64,0.26,1367,i,-10,-1.6,1111
Cc1cc(NS(=O)(=O)c2ccc(NC(=O)CSc3nnc(-c4ccco4)n3N)cc2)nc(C)n1,0.5%,1%,0.4%,6.0,2.2,4.7,24%,0.72,-0.049,0.68,-1.5,0.71,1426,i,15,-1.1,1143
O=C(CN1CCCCCC1)Nc1cccc2c1OCO2,4.7%,3%,-1.3%,2.0,1.6,5.1,19%,-0.42,-0.23,-0.31,0.55,/,/,i,5,/,/
O=C(/C=C/Nc1ccc(F)cc1F)c1cccs1,3.9%,9%,-5.6%,7.1,2.0,6.8,14%,-0.76,-0.27,-0.59,0.42,0.16,1532,i,3,1.9,1052
CCC(=O)Nc1nc(-c2ccc3c(c2)CC(C)N3S(C)(=O)=O)cs1 (stereo unspecified),-0.3%,7%,-0.8%,0.9,1.3,1.3,13%,0.3,-0.34,0.26,-0.22,-0.58,1382,i,2,-0.3,1581
Cn1c(CSCc2ccc(Cl)cc2)nnc1SCC(=O)Nc1nc2ccccc2s1,0.3%,4%,-0.4%,1.8,1.5,4.5,-2%,-0.54,0.046,0.0048,0.27,-0.41,959,i,-5,/,/
CCc1ccc(N2CC(C(=O)OCC(=O)Nc3cc(C)on3)CC2=O)cc1 (stereo unspecified),-0.2%,-1%,1.5%,3.3,1.9,4.1,-1%,-1.1,-0.17,-1.2,0.27,/,/,i,-1,-1.3,1128
Cc1ccccc1C(=O)Nc1cc(-c2cc(C(C)(C)C)oc2C)nn1C,2.5%,4%,/,/,/,/,1%,0.082,-0.25,0.023,0.4,-0.53,1375,/,/,-1.9,1160
CCCCCOC(=O)c1[nH]c2c(c1C)C(=O)CC(c1ccco1)C2 (stereo unspecified),6.7%,-1%,-0.6%,9.9,25,52,1%,0.89,0.026,1.7,-1.1,?,/,i,83,59*,180*
CCOC(=O)C1=C(N)Oc2c(oc(CO)cc2=O)C1c1ccc(Cl)cc1 (stereo unspecified),0.3%,2%,/,/,/,/,4%,0.31,-0.31,0.093,0.27,-0.22,1067,/,/,0.0,1282
CCSc1nnc(NC(=O)c2cccc(S(=O)(=O)N(C)c3ccccc3)c2)s1,-0.1%[50 µM],2%,-0.1%,2.5,2.9,2.2,0%,-0.12,-0.31,-0.2,0.33,/,/,i,6,0.4,988
COc1ccc(C(=O)/C=C/Nc2ccccn2)c(OC)c1,/,13%,/,/,/,/,6%,-0.69,-0.3,-0.74,1.7,-0.07,1484,/,/,0.0,1019
c1ccc(Nc2nc(CSc3ncn[nH]3)cs2)cc1,-1.2%,4%,21%,5.1,3.3,8.7,-6%,-0.41,-0.31,0.014,-0.019,0.92,1267,i,-5,-0.4,1086
CCC(SC1=NCCS1)C(=O)Nc1nnc(-c2ccccc2OC)s1 (stereo unspecified),0.9%,9%,/,3.6,3.7,5.2,-1%,-0.01,-0.16,0.01,0.0077,0.16,1806,i,9,1.8,1060
Cc1ccc(OCC(=O)Nc2ccc(-c3nc4ncccc4o3)cc2)c(C)c1,4.5%,0%,/,3.0,1.6,5.3,9%,0.79,-0.21,0.59,-0.53,0.08,1243,i,0,1.8,1018
COc1cc(-c2noc(-c3ccco3)n2)cc(OC)c1OC,0.4%,3%,0.5%,3.5,2.1,3.3,4%,-0.92,-0.18,-0.22,-0.071,-1.1,1217,i,-6,-5.0,963
COc1cc(S(=O)(=O)NC2CCCCC2)ccc1Cl,0.2%,4%,-0.1%,0.9,2.0,6.0,-1%,0.2,-0.2,0.36,-0.76,/,/,i,1,/,/
CCSc1nnc(NC(=O)COc2ccc3ccccc3c2)s1,-1.2%,4%,-0.6%,2.4,1.5,7.0,-5%,0.059,-0.17,0.36,0.049,0.03,1645,i,0,-3.4,1429
O/N=C/c1cn(-c2ccccc2)nc1-c1cccnc1,0.1%,8%,1.2%,2.5,3.0,6.1,-3%,-0.26,-0.27,0.32,0.28,0.46,1590,i,1,0.9,975
Cc1cc(C)cc(NC(=O)c2nccnc2C(=O)O)c1,-1.3%,3%,-0.4%,4.8,1.6,6.2,-15%,-0.38,-0.22,-0.21,0.027,0.43,1051,i,7,/,/
CN(CC(=O)N1CCCCC1)S(=O)(=O)c1ccc(Cl)cc1,0.1%,0%,-1.4%,4.3,1.8,8.0,-1%,-0.45,-0.28,-0.12,0.8,0.84,1707,i,20,0.0,921
CCCCCOC(=O)Cn1c(=O)c2c(nc(N3CCOCC3)n2C)n(C)c1=O,-0.2%,2%,-1.6%,1.4,2.1,5.9,-9%,-0.3,-0.33,0.17,1,/,/,i,4,-5.9,1285
Cc1ccc(Cn2nc(C)c(NC(=O)CSc3n[nH]c(C)c3[N+](=O)[O-])c2C)cc1,1.6%[50 µM],4%,1.3%,2.2,2.4,6.9,14%,-0.79,-0.31,-0.71,0.97,0.21,1638,i,-3,-2.1,1067
O=C(Nc1ccccc1C(=O)O)c1ccc2ccccc2n1,-0.4%,8%,-1.1%,4.4,3.0,4.6,34%,0.6,-0.18,0.29,-0.15,0.06,1557,i,3,-1.8,1228
COc1cc([N+](=O)[O-])ccc1NC(=O)COC(=O)c1n[nH]c2ccccc12,0.3%[50 µM],3%,10%,2.3,3.7,2.4,15%,-0.1,-0.25,-0.39,-0.38,0.21,1354,i,5,/,/
CCC(C)Nc1nnnc2c1sc1nc3c(cc12)COC(C)(C)C3 (stereo unspecified),0.2%,6%,-2.7%,1.5,1.4,5.2,5%,0.34,-0.11,0.086,0.6,0.79,1252,i,15,-1.8,1005
Fc1ccc(-c2csc(-c3ccncc3)n2)cc1,2.0%,?,-2.6%,7.9,3.1,6.3,11%,0.32,-0.27,0.2,0.13,-0.18,1274,i,4,0.5,1013
Cc1ccc(NC(=O)CC2C(=O)N(Cc3ccccc3)C(=S)N2NC(=O)c2cccc(F)c2)c(C)c1 (stereo unspecified),0.0%,1%,0.8%,6.4,1.7,6.0,8%,-0.66,-0.19,-0.45,-0.23,-0.14,1426,i,7,-1.8,1084
Cn1cccc1C(=S)N1CCOCC1,0.8%,-2%,/,1.8,1.2,3.8,10%,0.071,-0.26,-0.093,0.99,0.08,1295,i,-2,0.2,1072
CN(C)c1ccc(C2CC(=O)C=C(Nc3ccccc3N)C2)cc1 (stereo unspecified),/,6%,/,/,/,/,0%,-0.44,-0.27,-0.23,0.39,0.45,1235,/,/,-0.7,1313
O=C(NCc1ccccn1)c1n[nH]c(=O)c2ccccc12,0.1%,1%,/,/,/,/,-4%,-0.65,-0.26,-0.38,0.62,0.64,1356,/,/,-3.7,1075
CCOc1ccc(OCC)c(Nc2cc(C)nc3nc(C)nn23)c1,7.2%,1%,-2.5%,22,16,31,2%,0.59,-0.16,1.4,-1.4,0.09,1177,i,22,8.9,465
CC(=O)c1cccc(NS(=O)(=O)N2CCCCC2)c1,1.7%,-7%,-0.6%,3.6,2.0,7.8,-1%,-0.8,-0.24,0.048,-0.11,1.4,1200,i,-4,/,/
CCOC(=O)N1CCC(N2C(=O)c3ccccc3C2Nc2cccnc2)CC1 (stereo unspecified),-2.2%,4%,-2.9%,2.9,1.4,1.2,-11%,0.91,-0.056,0.77,-0.7,0.38,1842,i,-10,-1.9,1119
